Compound activity: PubChem BioAssay, National Center for Advancing Translational Sciences (NCATS)
PTAP-TSG101 blk: inhibitors of HIV-1 PTAP binding to human TSG101, validation. 44,000 tested, under 10 active. Potency, µM (highest dose often 115 µM), for inactives: at the top dose activity change, negative = inhibition, usual class: inhibitors. Q99816. Fluorescence polarization, FITC-PTAP peptide/Tsg101, 20 min; also: potency is read from the fitted curve at half-maximal effect; 0% is about no effect
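FITC-labeled PTAP peptide (50 nM final) binding to Tsg101 binding domain (10 uM final) read by fluorescence polarization after 20 min at r.t. in HEPES pH 7.5 buffer. Actives by CRC class, <25 µM.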
p53null 32C tox: selectivity test: cytotoxicity in p53 null cells, permissive temperature; actives 0.62% (n = 55,000); AID 903; Potency, µM (titrated, usually from 46.1 µM), for the others: at the highest dose activity change, negative = cytotoxicity, actives largely listed as cytotoxic; H1299-neo p53 null cells, ATP luminescence, 24 h, 32C;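 also: potency is read from the fitted curve at half-maximal effect; 0% = DMSO only and -100% = full killing by 100 µM tamoxifen; nearly all actives have a fitted effect of over 55% in size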
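ATP-content luminescence in p53-null H1299-neo cells after 24 h compound exposure (up to 46 uM) at 32C permissive temperature; 0% and 100% killing set by DMSO and 100 uM tamoxifen; Hill-equation AC50.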
p53null 39C kill: selectivity test: cytotoxicity in p53 null cells, nonpermissive temperature; H1299 p53-null (neo) cells, 39C, ATPlite viability, 24 h; actives 0.97% (n = 55,000); AID 904; Potency, µM (top dose mostly 46.1 µM), without a hit: at the highest dose activity, negative = cell killing, usual class: cytotoxic;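 also: potency is read from the fitted curve at half-maximal effect; 0% = DMSO only and -100% = full killing by 100 µM tamoxifen; nearly all actives have a fitted effect of over 50% in size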
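ATP-luminescence viability readout (ATPlite, 20 min RT) after 24 hr compound treatment at 39C of H1299-neo or H1299-p53A138V cells; titration up to 46 uM; normalized to DMSO and 100 uM tamoxifen; Hill-fit AC50.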
FH mod: Identification of activators of human fumarate hydratase by quantitative high-throughput screening | Fumarate hydratase, mitochondrial (Homo sapiens), P07954 | FH coupled MDH/diaphorase resazurin fluorescence, 15 min | Potency, µM (titrated, usually from 79.9 µM), inactives show at the top dose activity change, negative = inhibition, actives largely listed as inhibitors | actives 0.22% (n = 54,000) | AID 1347055, 2019; also: potency is read from the fitted curve at half-maximal effect; % is scaled to controls: 0 for no effect and ±100 for the full control effect; the screen sought activators but most active calls are inhibition curves; nearly all actives have a fitted effect of over 45% in size
Target sequence (P07954 whole entry, looked up): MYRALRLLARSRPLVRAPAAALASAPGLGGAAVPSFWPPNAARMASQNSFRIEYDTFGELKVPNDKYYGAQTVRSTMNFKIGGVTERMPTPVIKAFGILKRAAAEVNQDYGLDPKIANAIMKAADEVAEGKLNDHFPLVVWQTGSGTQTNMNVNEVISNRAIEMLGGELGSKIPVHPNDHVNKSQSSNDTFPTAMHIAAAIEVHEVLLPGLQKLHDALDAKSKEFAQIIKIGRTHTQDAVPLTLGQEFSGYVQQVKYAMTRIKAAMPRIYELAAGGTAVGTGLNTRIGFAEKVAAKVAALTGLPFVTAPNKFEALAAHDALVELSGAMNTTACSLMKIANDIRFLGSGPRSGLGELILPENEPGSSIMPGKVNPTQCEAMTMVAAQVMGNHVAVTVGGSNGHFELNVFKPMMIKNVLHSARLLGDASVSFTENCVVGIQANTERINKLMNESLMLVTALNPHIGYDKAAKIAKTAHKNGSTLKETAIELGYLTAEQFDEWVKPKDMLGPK
B2AR arrestin ag: ADRB2 beta-arrestin recruitment; HTLA Tango cells, beta-arrestin recruitment, luciferase luminescence, 18 h; 44,000 tested, under 10 active; P07550; Potency, µM (titrated, usually from 46.1 µM), for the others: at the highest dose activation, most hits filed as activators; AID 1347077;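 also: potency is read from the fitted curve at half-maximal effect; 0% = DMSO and full agonism = EC100 isoproterenol or metaproterenol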
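Tango cells expressing recombinant beta2-AR and beta-arrestin were treated with compounds (up to 46 microM titration) in DMEM with 1% FBS for 18 hr at 37 degrees C. Beta-arrestin recruitment drove tTA-dependent luciferase, read by luminescence; curves were fitted and classed.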
GALK inh: inhibitors of human galactokinase (GALK); recombinant GALK, Kinase-Glo ATP luminescence, 1 h; AID 1347072; Potency, µM (titrated, usually from 57.5 µM), for inactives: at the highest dose activity, negative = inhibition, hits mostly inhibitors; P51570; 44,000 tested, under 10 active;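 also: plate controls were full GALK reaction for no effect and reaction lacking GALK for full effect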
Target sequence (P51570 whole entry, looked up): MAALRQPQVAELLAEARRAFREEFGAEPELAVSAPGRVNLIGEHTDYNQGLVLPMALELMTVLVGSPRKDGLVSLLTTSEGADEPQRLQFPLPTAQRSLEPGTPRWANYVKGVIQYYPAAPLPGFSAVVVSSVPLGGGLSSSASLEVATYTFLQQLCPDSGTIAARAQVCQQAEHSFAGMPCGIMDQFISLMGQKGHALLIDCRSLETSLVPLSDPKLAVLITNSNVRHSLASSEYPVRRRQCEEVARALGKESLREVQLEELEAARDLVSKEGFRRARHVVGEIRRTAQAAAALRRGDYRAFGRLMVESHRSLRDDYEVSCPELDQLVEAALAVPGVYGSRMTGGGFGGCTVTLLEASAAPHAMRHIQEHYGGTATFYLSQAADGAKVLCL
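Reactions with and without enzyme served as controls. GALK at 5 nM phosphorylates 100 uM galactose using 35 uM ATP (HEPES pH 8.0, Mg2+) for 1 h at RT, with luminescence read 10 min after adding Kinase-Glo Plus.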
NTMT1 inhibitor: NTMT1 methyltransferase inhibition. Potency, µM (highest dose often 114 µM), inactives show at the highest dose activity change, negative = inhibition, hits mostly inhibitors. NTMT1 MTase-Glo SAH luminescence, purified enzyme. actives 2.5% (n = 59,000). AID 1645870. Q9BV86;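 also: potency is read from the fitted curve at half-maximal effect; plate controls were DMSO vehicle for no effect and no enzyme for full effect; nearly all actives have a fitted effect of over 65% in size; many of its hits are not listed in these tables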
* marks the source's active call; other numbers are inactive results; ? = inconclusive; / = not tested or not shown; [ ] = another dose, or the depositor's remark. Calls follow the shape of the dose curve; as a rule, active = well fitted curve in the direction sought with a large enough effect; inconclusive = small, poorly fitted or top-dose-only effect, or another doubt; inactive = no such curve, though single readings can be large; an effect the other way counts as inactive or inconclusive. This is a subset, so the mix of outcomes need not match the whole.

SMILES	PTAP-TSG101 blk	p53null 32C tox	p53null 39C kill	FH mod	B2AR arrestin ag	GALK inh	NTMT1 inhibitor
COc1ccccc1NC(=O)c1oc2ccccc2c1NC(=O)COc1ccccc1OC	3.3%	-12.5%	-14.2%	-2.2%	1.2%	3.1%	9.0%
COc1ccc(S(=O)(=O)c2c(O)c(C)cc(NS(=O)(=O)c3ccc(Cl)cc3)c2C(C)C)cc1	0.5%	-10.7%	21.2%	?	0.8%	-0.7%	-0.2%
O=C(NC1CCCC1)c1ccc(CSc2nc3cccnc3n2Cc2ccccc2)cc1	0.0%	-3.0%	-8.5%	-15.1%	2.6%	4.8%	1.4%
CCc1ccc(-n2c(=O)c3c(C)c(C)sc3n(CC(=O)NCc3ccc(C)cc3)c2=O)cc1	1.6%	-7.5%	20.4%	-3.9%	0.6%	6.2%	2.6%
COc1ccc(-c2nc(C)c(CCNC(=O)c3ccc(F)c(F)c3)s2)cc1	-0.4%	-11.0%	0.4%	-22.7%	0.0%	1.4%	8.7%
COc1ccccc1N1CCN(c2ccc(-c3nc(-c4ccccc4)no3)cc2[N+](=O)[O-])CC1	-5.1%	-4.5%	-11.7%	-0.6%	-1.6%	1.9%	-14.1%
Cc1ccc(CNC(=O)Cn2c(=O)n(-c3cccc(Cl)c3)c(=O)c3sc4ccccc4c32)cc1	-5.6%	?	6.9%	-12.4%	0.5%	-8.1%	3.6%
O=C(c1ccco1)c1cn(CCOc2ccc(F)cc2)c2ccccc12	-1.9%	8.9%	4.1%	-34.9%	0.7%	7.0%	-3.5%
Cc1onc(-c2c(F)cccc2Cl)c1C(=O)Nc1ccc(OC(C)C)cc1	0.7%	5.5%	29.9%	-5.8%	-2.0%	-0.4%	-2.1%
CCC(=O)N1CCc2cc(Br)cc(S(=O)(=O)CCC(=O)N(C)c3cccc(C)c3)c21	-5.3%	5.3%	-4.7%	-9.4%	0.1%	7.3%	-1.3%
O=C(Nc1ccccc1)c1cccc(S(=O)(=O)Nc2cccc(F)c2)c1	-0.8%	4.5%	15.0%	-3.0%	1.6%	-3.7%	-1.2%
CCOc1ccc(-n2c(SCC(=O)Nc3ccccc3OC)nc3c(oc4ccccc43)c2=O)cc1	-5.0%	6.7%	-2.8%	-4.2%	0.8%	-3.4%	-0.4%
CCc1ccc(NC(=O)Cn2c(=O)n(CCCCC(=O)NCc3ccc4c(c3)OCO4)c(=O)c3ccccc32)cc1	-3.2%	-7.0%	-19.4%	-31.9%	-1.7%	-3.0%	6.8%
Cc1cccc(NC(=O)Cn2nc(-c3ccc(Cl)cc3)c3ccccc3c2=O)c1	-0.5%	-11.8%	1.8%	5.3%	0.3%	1.9%	3.2%
Cc1ccc(NC(=O)c2cc(S(=O)(=O)NCCc3ccc(Cl)cc3)ccc2F)cc1	-5.9%	48.9%[activator]	17.8%	?	-0.5%	-6.2%	-13.3%
CCCCN(CCCC)C(=O)c1c[nH]c2ccc(S(=O)(=O)Nc3cccc(Cl)c3C)cc2c1=O	-0.3%	21.8%	12.5%	-21.3%	1.1%	0.4%	9.0%
COc1ccc(NC(=O)CCS(=O)(=O)c2ccc3c(c2)oc(=O)n3C)cc1OC	-1.6%	5.2%	21.5%	-22.8%	6.2%	4.1%	-2.7%
CC1(C)O[C@H]2[C@@H](O1)[C@@H](C(=O)Nc1ccccc1C(F)(F)F)O[C@@H]1OC(C)(C)O[C@@H]12	-0.9%	0.1%	-11.7%	-18.9%	-3.5%	0.0%	5.6%
Cc1ccccc1-c1nc(CS(=O)(=O)CC(=O)NCCCc2ccccc2)c(C)o1	-4.4%	-6.3%	-0.5%	-28.8%	-1.8%	-2.4%	?
COC(=O)CN1C(=O)C(C)(C)c2cc(S(=O)(=O)NCc3ccc(Cl)cc3)ccc21	-5.3%	2.2%	20.0%	-8.3%	-0.2%	2.8%	7.7%
COc1ccc(Nc2ncc(C(=O)N3CCN(c4ccc(F)cc4)CC3)c3ccccc23)cc1	-1.6%	11.0%	9.5%	-21.3%	1.0%	4.2%	-1.2%
CCOC(=O)c1ccc(NC(=O)CC2Nc3cc(C)c(C)cc3NC2=O)cc1 (stereo unspecified)	-0.7%	-12.9%	-12.9%	-6.6%	0.8%	0.0%	0.2%
Cc1ccc(C)c(NC(=O)CCc2nc3cccnc3n2Cc2cccs2)c1	1.4%	?	-0.2%	-4.1%	1.1%	0.7%	8.0%
Cc1ccccc1Nc1ncnc2c1cnn2C	-5.3%	-0.8%	-19.2%	-0.4%	-1.3%	1.0%	-2.8%

Copied from above, 8 compounds:
SMILES	PTAP-TSG101 blk	p53null 32C tox	p53null 39C kill	FH mod	B2AR arrestin ag	GALK inh	NTMT1 inhibitor
Cc1cccc(NC(=O)Cn2nc(-c3ccc(Cl)cc3)c3ccccc3c2=O)c1	-0.5%	-11.8%	1.8%	5.3%	0.3%	1.9%	3.2%
Cc1ccc(NC(=O)c2cc(S(=O)(=O)NCCc3ccc(Cl)cc3)ccc2F)cc1	-5.9%	48.9%[activator]	17.8%	?	-0.5%	-6.2%	-13.3%
CCCCN(CCCC)C(=O)c1c[nH]c2ccc(S(=O)(=O)Nc3cccc(Cl)c3C)cc2c1=O	-0.3%	21.8%	12.5%	-21.3%	1.1%	0.4%	9.0%
COc1ccc(NC(=O)CCS(=O)(=O)c2ccc3c(c2)oc(=O)n3C)cc1OC	-1.6%	5.2%	21.5%	-22.8%	6.2%	4.1%	-2.7%
CC1(C)O[C@H]2[C@@H](O1)[C@@H](C(=O)Nc1ccccc1C(F)(F)F)O[C@@H]1OC(C)(C)O[C@@H]12	-0.9%	0.1%	-11.7%	-18.9%	-3.5%	0.0%	5.6%
Cc1ccccc1-c1nc(CS(=O)(=O)CC(=O)NCCCc2ccccc2)c(C)o1	-4.4%	-6.3%	-0.5%	-28.8%	-1.8%	-2.4%	?
COC(=O)CN1C(=O)C(C)(C)c2cc(S(=O)(=O)NCc3ccc(Cl)cc3)ccc21	-5.3%	2.2%	20.0%	-8.3%	-0.2%	2.8%	7.7%
COc1ccc(Nc2ncc(C(=O)N3CCN(c4ccc(F)cc4)CC3)c3ccccc23)cc1	-1.6%	11.0%	9.5%	-21.3%	1.0%	4.2%	-1.2%

Other compounds follow:
SMILES	PTAP-TSG101 blk	p53null 32C tox	p53null 39C kill	FH mod	B2AR arrestin ag	GALK inh	NTMT1 inhibitor
Cc1c(C(=O)Nc2ccccc2F)sc2nc3n(c(=O)c12)CCC3	-1.4%	0.1%	-14.8%	-4.7%	0.2%	0.0%	2.5%
Cc1nc2nncn2c(Nc2ccccc2)c1C	-5.1%	0.5%	-19.4%	-4.4%	-1.3%	-13.2%	-1.9%
Cc1ccc([N+](=O)[O-])cc1S(=O)(=O)N1CCn2cccc2C1c1ccccc1 (stereo unspecified)	-6.3%	-1.8%	-3.3%	-25.1%	-3.2%	-8.7%	12.3%
CC(C)OCCCNC(=O)CCCn1c(SCC(N)=O)nc2c(sc3ccccc32)c1=O	-0.2%	-8.3%	-6.5%	10.3%	0.7%	9.9%	-0.7%
COc1ccc(C2=NN(S(C)(=O)=O)C(c3cn(-c4ccccc4)nc3-c3cccs3)C2)cc1 (stereo unspecified)	17.0%	/	/	-1.6%	?	2.4%	13.5%
CCc1ccccc1Nc1cc(C(=O)NC(C)c2ccccc2)c2ccccc2n1 (stereo unspecified)	-0.4%	28.1%	27.5%	?	8.8%	9.7%	-2.0%
COc1ccc(CNC(=O)Cc2c(C)c3cc4c(C)coc4c(C)c3oc2=O)cc1	0.6%	1.1%	-12.0%	0.8%	-1.1%	-5.9%	-2.6%
Fc1ccccc1-c1nc(N2CCN(c3cccc(Cl)c3)CC2)c2ccccc2n1	-13.6%	-2.7%	-1.0%	-7.7%	0.3%	-2.5%	7.6%
Cc1ccc(Oc2c(C(F)(F)F)oc3c(CN4CCCCC4C)c(O)ccc3c2=O)cc1 (stereo unspecified)	0.3%	-10.5%	-2.3%	3.4%	-2.0%	-0.1%	9.7%
CCC(CC)C(=O)Nc1cc(-c2ccccc2F)nn1-c1ccccc1	-6.7%	-6.8%	4.3%	-0.5%	0.0%	0.3%	2.8%
Cc1cccc(CNC(=O)CN2C(=O)C3CCCCN3c3ccc(C(=O)N4CCCC4)cc32)c1 (stereo unspecified)	-5.4%	0.7%	?	0.6%	0.1%	-0.1%	-2.7%
Cc1cccc(NC(=O)CSc2c(C)cnc3c2c(=O)n(C)c(=O)n3C)c1C	1.5%	-4.1%	1.2%	0.4%	-3.2%	1.3%	3.8%
COc1ccccc1CNC(=O)c1cc(S(=O)(=O)N2CCCCCC2)cn1C	3.7%	-4.4%	3.3%	-15.9%	-0.8%	3.5%	-0.1%
N#Cc1c[nH]n2c(NC3CCCCC3)c(-c3ccccc3F)nc12	-7.4%	5.3%	4.5%	-0.8%	1.2%	-12.0%	-11.3%
CCOc1ccc(-c2cc3c(=O)n(Cc4nc(-c5ccc(OC)cc5OC)oc4C)ccn3n2)cc1Cl	-0.7%	9.1%	-3.4%	?	1.0%	-0.1%	-1.7%
Cc1cn(C)c(CC(=O)Nc2cccc(C#N)c2)c1C(=O)O	-0.2%	-4.8%	1.8%	16.2%	-2.7%	-0.6%	4.8%
CCC1CCCCN1S(=O)(=O)c1cc2c3c(c1)CC(=O)N3CCC2 (stereo unspecified)	0.8%	0.0%	13.0%	-20.6%	-3.6%	-0.1%	-2.9%
Cc1cc(C)cc(NC(=O)CSc2oc(-c3cccs3)nc2S(=O)(=O)c2ccccc2)c1	6.8%	-1.3%	7.2%	-33.0%	0.4%	6.1%	1.3%
O=C(NCc1cccc(F)c1)c1cccc(NC(=O)c2nsc3ccccc23)c1	-1.0%	?	?	-21.6%	0.6%	0.7%	-4.1%
COc1cccc(CNC(=O)CN2N=C(c3ccc(C)cc3)CCC2=O)c1	-0.6%	-5.8%	5.9%	8.7%	-1.0%	-1.2%	-11.8%
COc1ccc(-c2nc(S(=O)(=O)c3ccccc3)c(N3CCCCC3)o2)cc1	-9.0%	4.1%	12.5%	-4.1%	1.0%	0.9%	11.5%
Cc1ccccc1CSc1ncc(CO)n1Cc1ccc(F)cc1	-7.1%	-1.3%	-13.9%	-3.2%	-1.0%	-5.6%	-9.7%
O=C(Nc1ccc2nc(SCCOc3ccccc3)sc2c1)c1ccco1	-4.0%	-8.0%	-13.7%	-23.5%	-3.5%	4.4%	-9.6%
Cc1ccc(Cl)cc1N1CCN(CCNC(=O)Nc2ccc(Cl)cc2)CC1	-0.3%	?	20µM*	-22.8%	0.9%	2.7%	5.5%
CCN(C(=O)C1CCN(S(=O)(=O)c2c(C)noc2/C=C/c2ccc(C)cc2)CC1)c1cccc(C)c1	-9.0%	2.9%	0.3%	?	-0.4%	3.6%	2.9%
